SENP1 inh: SENP1 (human) catalytic domain inhibition | recombinant SENP1 catalytic domain, CyPet-SUMO1-YPet FRET cleavage | inhibition, % at 10 µM | 360,000 tested, 0.21% active | AID 624204;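 active = inhibition at least 30% at 10 µM, raw YFP signal under a set limit, fluorescence ratio 0.5 to 1.5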;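 also: 0% = enzyme with DMSO and 100% = no enzyme wells; some results filed as inactive read as strong as hits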
Target sequence (Q9P0U3 419-644 limits assumed): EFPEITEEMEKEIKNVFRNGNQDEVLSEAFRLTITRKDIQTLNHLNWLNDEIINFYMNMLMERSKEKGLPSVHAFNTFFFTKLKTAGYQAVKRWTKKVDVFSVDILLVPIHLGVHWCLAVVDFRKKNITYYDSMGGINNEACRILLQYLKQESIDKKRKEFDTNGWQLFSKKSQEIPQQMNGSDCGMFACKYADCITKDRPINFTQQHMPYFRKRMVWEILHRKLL
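Material – human SENP1 catalytic domain · Input – SENP1 enzyme, 20 pM final · Compound dosing – single concentration of 10 µM compound, 0.5% DMSO final · Timing – enzyme reaction for 50 min at room temperature, dark · Measured by – FRET fluorescence in CFP and YFP emission channels · Control set – no-enzyme wells low, DMSO-plus-enzyme wells high control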
Numbers without * were called inactive; & = joins results of further samples. Not all compounds are listed, so the mix of outcomes need not match the whole.

SMILES	SENP1 inh
O=[N+]([O-])c1ncn(Cc2c(Cl)cccc2Cl)n1	-0.7
CCOC(=O)C1=CCN(S(C)(=O)=O)C1c1ccc(C)cc1 (stereo not given)	0.9
COc1ccc2nc3n(c(=O)c2c1)-c1cc2ccccc2cc1C(=O)NC3Cc1ccccc1 (stereo not given)	-6.5
C[C@@H]1CCCCO[C@H](CN(C)Cc2ccc3c(c2)OCO3)[C@H](C)CN([C@@H](C)CO)C(=O)c2cc(NC(=O)c3ccccc3)ccc2O1	0.8
Cc1cccc(OC(=O)n2c(=S)oc3cc(Cl)ccc32)c1	1.3
CC(C)c1cc(N=O)cc(C(C)C)c1O	-0.4
c1ccc2c(c1)nnn2Cn1nnc2ccccc21	0.5
CSCCC(C(=O)Nc1c(C)cccc1C)N1CCN(C/C=C/c2ccccc2)CC1 (stereo not given)	-1.4
CC(=O)Nc1ccc(CNc2nc3cc(-c4ccsc4)sc3c(=O)n2C)cc1	2.9
Cn1c(=S)[nH]c2scc(-c3cccs3)c2c1=O	-0.7

Overlap with the part before: 2 entries, followed by the next part.
SMILES	SENP1 inh
CC(=O)Nc1ccc(CNc2nc3cc(-c4ccsc4)sc3c(=O)n2C)cc1	2.9
Cn1c(=S)[nH]c2scc(-c3cccs3)c2c1=O	-0.7
CCOC(=O)[C@]12CCCC=C1N(Cc1ccc3c(c1)OCO3)C(=O)[C@H](CC(=O)N1CCOCC1)C2	1.8
O=C(Nc1cccc(OC(F)(F)F)c1)C1Cc2c(-c3ccco3)ccnc2O1 (stereo not given)	-1.1
CC(C)C1C(=O)N(Cc2cn(CCC3OCCO3)nn2)CCS(=O)(=O)N1Cc1ccc(-c2ccc(F)cc2)cc1 (stereo not given)	0.6
CCCCCc1c(C)nc(N2CCc3ccccc3C2)[nH]c1=O	-0.2
CN(CCc1ccccc1)C(=O)c1ccc(NC(=O)Cc2cccc(NC(=O)C3CCN(C(=O)CCc4ccccc4)CC3)c2)cc1	-1.1
C1=CCN(c2nc(N3CCOCC3)nc(N3CCCc4ccccc43)n2)CC1	-1.5
OC[C@@H]1CN(Cc2ccc(Cl)cc2)C[C@H](n2cnc3c(NC4CCC4)ncnc32)O1	2.4
Cc1ccc(S(=O)(=O)N[C@H](C(=O)OCC(=O)NC(=O)c2cccn2C)C(C)C)cc1	-3.6
CCC1([N+](=O)[O-])COC(c2ccc(Cl)cc2)OC1 (stereo not given)	0.4
COc1ccccc1CCC(=O)NNC(=O)Cn1nc(C)cc1C	1.9
Cc1cccc(C)c1-n1nnnc1C1(C)CCC(=O)N1CCc1ccc(O)cc1 (stereo not given)	0.5
CS(=O)CC(O)(c1ccc(F)cc1)C1CC1 (stereo not given)	0.7
COc1ccc(-c2nc3c(C)cc(Br)cn3c2Cc2ccccc2)cc1OC	11.0
COC[C@H]1CCCN1c1ccc2c(c1)O[C@@H](COCc1ccccc1)CN([C@H](C)c1ccccc1)S2(=O)=O	1.0
COc1cccc(N(C(=O)CCl)C(C(=O)NCCc2ccccc2)c2cccs2)c1 (stereo not given)	17.9
COC(=O)c1ccc(N=c2sc(C(=O)OC)cc(=O)n2C)cc1	2.2
CCOc1ccc2c(ccc(/C=C/c3cc(C)c4cccnc4c3O)[n+]2C)c1	3.0
COc1ccccc1CNC(=O)Nc1nc(C(N)CCc2ccccc2)cs1 (stereo not given)	0.3
O=C1NC[C@@H](CCCCN2C[C@H](Cc3ccc(O)cc3)N(CCc3ccccc3)C(=O)C2=O)N(CCc2ccccc2)C1=O	4.2
O=C(CCCc1ccccn1)c1ccc(-c2ccccc2)cc1	-0.8
CC(C(=O)NCc1ccccc1)n1c(Cc2cc(F)cc(F)c2)nc2ccccc21 (stereo not given)	0.8
O=C(Nc1ccc(C(=O)O)cc1)/C(=C\c1ccc2c(c1)OCO2)NC(=O)c1ccccc1Cl	-0.1
COc1cccc(-c2nnc(NC(=O)CCS(=O)(=O)c3ccc(F)cc3)o2)c1	-2.1
COCOCCn1cc(CN2CCS(=O)(=O)N(Cc3ccc(-c4ccc(OC)cc4)cc3)C(C)C2=O)nn1 (stereo not given)	-2.1
O=C(C(=O)N1CCN(c2ccccc2)CC1)c1ccncc1	2.8
CC(CCNC(=O)c1ccccc1)(CCNC(=O)c1ccccc1)[N+](=O)[O-]	-0.7
COc1ccc(Br)c(Cn2c(C)c(C(=O)N(C)Cc3ccc(F)cc3)sc2=O)c1	0.8
C=CCN(CC=C)Cc1cc(=O)oc2cc(C)ccc12	3.3
Cc1cc(S(=O)(=O)N2CCCCC2CCNC(=O)C(=O)NCCN2CCOCC2)ccc1F (stereo not given)	1.4
Clc1cccc(Cc2c(-c3ccccc3)nc3ccc(Cl)cn23)c1	-29.0
CC(=O)c1cccc(-c2cnc3c(NC=O)cc(-c4cccc(C(=O)N(C)C)c4)cn23)c1	-9.7
Cc1cc(C)c(S(=O)(=O)c2cccc(Br)c2C)c(Cl)n1	0.9
O=C(CCN1N=C(c2ccccc2)CCC1=O)NC1CCCCC1	1.4
O=C(CN1C(=O)NC2(CCCCCC2)C1=O)Nc1ccc(OC(F)(F)F)cc1	0.6
CC(C)C[C@H]1COc2cc(N3CCC[C@@H]3CO)ccc2S(=O)(=O)N1	2.0
CNc1cncc(-c2ccc(S(C)(=O)=O)cc2)n1	-93.9
COc1ccccc1Cc1c(-c2ccc(C#N)cc2)nc2c(C)cc(Br)cn12	4.7
O=C(Nc1cccc2ccccc12)c1csc([C@@H]2O[C@H](CO)[C@@H](O)[C@H]2O)n1	9.7
CCCCCCSc1cccc(-c2nc3ccc(Cl)cn3c2NCCCC)c1	-57.7&-43.3
O=C(CSc1nc2c(cnn2-c2ccc(F)cc2)c(=O)[nH]1)N1N=C(c2cccs2)CC1c1ccc(F)cc1 (stereo not given)	-2.7
CNC(=O)C[C@H]1C(=O)N(c2ccc(OC)cc2)C[C@@H]1CSC	1.0
C[C@H](CO)N1C[C@H](C)[C@H](CN(C)C(=O)CCC(F)(F)F)OCc2cnnn2CCCC1=O	-1.3
CCOc1ccc(N(CC(=O)Nc2ccc(Cl)cc2)S(C)(=O)=O)cc1	0.0
COc1ccccc1CNCCS(=O)(=O)NCc1ccccc1OC	1.6
C[C@@H]1ON(C)[C@H]2C[C@H]3c4[nH]c5ccc(-c6ccc7c(c6)OCO7)cc5c4CCN3C[C@@H]12	-22.9
COc1ccc(N2CCN(C(=O)C(=O)c3cccc([N+](=O)[O-])c3)CC2)cc1	3.3
Cc1cn([C@H]2C[C@H](O)[C@@H](/C=C/C(=O)N3CCN(Cc4ccc(F)cc4)CC3)O2)c(=O)[nH]c1=O	-1.1
CC1(C(=O)Nc2cccc(C#N)c2)CCN1C(=O)C/C=C/c1ccccc1 (stereo not given)	1.9
O=C(CNC(=O)OCc1ccccc1)NCC(=O)Oc1ccc([N+](=O)[O-])cc1	-0.4
CC(=O)N[C@@H]1C=C[C@@H](CC(=O)NCc2ccc(Cl)cc2)O[C@@H]1CO	-1.3
Carrying on.
SMILES	SENP1 inh
Cc1ccc(S(=O)(=O)N2CCC(C(=O)N3CCN(c4ccccn4)CC3)CC2)cc1C	-0.7
O=C(Nc1ccccc1Oc1ccccc1)[C@@H]1O[C@H](CO)[C@H](O)[C@H](O)[C@H]1O	-4.1
O=C(NCc1cccnc1)c1cc(C2CCCCN2C(=O)c2ccc(Cl)cc2)on1 (stereo not given)	-1.7
CCCCCNC(=O)C(c1ccccc1)n1c(=O)c(-c2cc3ccccc3[nH]2)nc2ccccc21 (stereo not given)	-16.6
Cn1cccc1/C=C1\SC(=S)N(NC(=O)c2cccc(Cl)c2)C1=O	-93.6
Cc1cc(C(O)c2ncc(-c3ccccc3C)[nH]2)ccc1F (stereo not given)	-1.2
O=C(CSc1nnc(Nc2ccccc2F)s1)NCc1ccco1	6.6
O=S1(=O)CC(N2CCCC2)CN1Cc1cn(Cc2ccc(F)cc2)nn1 (stereo not given)	-0.2
COc1cc(F)ccc1-c1csc(C(O)c2ccccc2)n1 (stereo not given)	1.7
COc1cc(OC)cc(C2=Cc3ccc(OC)cc3C(CC(C)=O)N2c2ccc(C#CC3(N)CCCCC3)cc2)c1 (stereo not given)	-7.4
Cc1ccc(S(=O)(=O)N2C[C@H]3n4c(=O)ccc(=O)n4C[C@H](OC(=O)NC4CC4)[C@@]3(O)C2)cc1	2.5
CCC(C)CN1C(=O)CN(S(C)(=O)=O)CC1(C)C(=O)NCc1ccccc1 (stereo not given)	-7.2
CCOC(=O)c1c(NC(=O)N/N=C/c2ccccc2OCC)sc(C(C)=O)c1C	-46.7
CSCCNC(=O)C1(C)CCN1C(=O)C/C=C/c1ccccc1 (stereo not given)	-1.5
COc1ccccc1Cc1c(-c2ccc(OC)c(OC)c2)nc2ccc(Cl)cn12	11.8
CCCC/C=C1/CCC(CN(C)C)C1=O (stereo not given)	-1.2
C[C@@H]1CN([C@H](C)CO)C(=O)CCCn2nncc2CO[C@H]1CN(C)C(=O)c1ccc(N2CCN(C)CC2)cc1	-2.5
Cn1nc(C(C)(C)C)cc1C(=O)N1CCCCC1c1cc(C(=O)Nc2cccc(C#N)c2)no1 (stereo not given)	-0.7
CC(=O)Nc1cccc(-c2ccnc3c2CC(C(=O)Nc2ccc4c(c2)OCO4)O3)c1 (stereo not given)	-2.1
COCCNC(=O)CCCn1c(=O)c2ccccc2n(CC(=O)NCCC2=CCCCC2)c1=O	1.2

The last six records of the part above come first, to join the parts:
SMILES	SENP1 inh
COc1ccccc1Cc1c(-c2ccc(OC)c(OC)c2)nc2ccc(Cl)cn12	11.8
CCCC/C=C1/CCC(CN(C)C)C1=O (stereo not given)	-1.2
C[C@@H]1CN([C@H](C)CO)C(=O)CCCn2nncc2CO[C@H]1CN(C)C(=O)c1ccc(N2CCN(C)CC2)cc1	-2.5
Cn1nc(C(C)(C)C)cc1C(=O)N1CCCCC1c1cc(C(=O)Nc2cccc(C#N)c2)no1 (stereo not given)	-0.7
CC(=O)Nc1cccc(-c2ccnc3c2CC(C(=O)Nc2ccc4c(c2)OCO4)O3)c1 (stereo not given)	-2.1
COCCNC(=O)CCCn1c(=O)c2ccccc2n(CC(=O)NCCC2=CCCCC2)c1=O	1.2
CC(=O)c1cccc(-c2ccnc3c2CC(C(=O)NCc2cccs2)O3)c1 (stereo not given)	-0.1
CCCCNC(=O)c1ccc2nc(CC)c(N(CCC(C)C)CCN(C)C)n2c1	-67.8
CC(C)(CCC(=S)N1CCOCC1)c1ccccc1	2.0
CCCCn1nnnc1C(c1cc2ccccc2o1)N(C)Cc1ccc(Cl)cc1 (stereo not given)	-1.0
CCN(CC(=O)Nc1c(F)cccc1F)C(=O)c1c(-c2ccccc2Cl)noc1C	-2.2
COc1cccc(-c2cc(NC=O)c3ncc(-c4cc(OC)c(OC)c(OC)c4)n3c2)c1	-5.7
O=[N+]([O-])c1ccc(Cl)c(CN2CCN(c3ncc(Cc4ccccc4)cn3)CC2)c1	0.7
COc1ccc(CCNC(=O)C(F)(F)F)cc1S(N)(=O)=O	2.7
CC(=O)OCC1=C(C(=O)OC(C)(C)C)N2C(=O)[C@@H](NC(=O)Cc3ccccc3)[C@H]2SC1	-3.0
Cc1cccc(NC(=O)c2cc3c(n(-c4ccccc4)c2=O)CCCC3=O)n1	5.8
O=C(C[C@H]1C[C@H]2c3cc(NS(=O)(=O)c4ccc(F)cc4)ccc3O[C@H]2[C@H](CO)O1)NCc1cc(F)ccc1F	-0.6
O=C(Cc1ccc(S(=O)(=O)N2CCOCC2)s1)N1CCN(S(=O)(=O)c2cccc(F)c2)CC1	-0.7
CC1(C)CC(=O)C=C(c2cccc(OC(=O)c3ccc(-c4ccccc4)cc3)c2)C1=O	3.0
O=C(Nc1ccc(Oc2ccccc2)cc1)c1ccc2sc([C@H]3C[C@H](O)[C@@H](CO)O3)nc2c1	-12.2
Cc1noc(C)c1C(=O)N1CCC1(C)C(=O)NS(=O)(=O)Cc1cccc(Cl)c1 (stereo not given)	0.7
COc1ccc(-c2csc(C(C)(O)c3cccnc3)n2)cc1 (stereo not given)	0.2
NC(=O)CSc1nnc(-c2cccc(S(=O)(=O)N3CCOCC3)c2)o1	3.3
CNc1cncc(-c2ccc(NS(C)(=O)=O)cc2)n1	-3.0
COc1ccc(OCC(=O)NCc2nc(-c3ccccc3)no2)cc1	-2.1
COc1ccc(-c2cccc3c2C2CC3CCN2C(=O)OCc2ccccc2)cc1 (stereo not given)	-0.7
COc1ccc(-c2cc3nc(C)cc(N4CCN(C(=O)c5ccco5)CC4)n3n2)cc1	0.2
Cc1ccc(S(=O)(=O)N2[C@H](CC(=O)c3cccc4ccccc34)OC[C@@H]2C(C)C)cc1	0.4
COc1ccc(NC(=O)N(O)C2(C#N)CCCCC2)cc1	1.3
CCC1NC(=O)c2cccnc2-n2c1nc1cc(OC)c(OC)cc1c2=O (stereo not given)	-0.1
COc1cccc(-c2nc3nc(C)cc(C)n3c2Nc2c(C)cccc2C)c1	64.3*
CC1(C(=O)NS(=O)(=O)c2ccccc2)CCN1C(=O)c1cccc2ccccc12 (stereo not given)	2.1
O=S1(=O)CC(N2CCN(CC3CC3)CC2)CN1Cc1cn(Cc2ccccc2C(F)(F)F)nn1 (stereo not given)	-2.5
O=C(OCC(=O)N1CCCCCC1)c1cccc(Cl)c1Cl	0.6
COCCCNC(=O)c1csc([C@@H]2O[C@H](CO)[C@H](O)[C@H](O)[C@H]2O)n1	-2.8
OC(c1cccc(Cl)c1)c1ncc(-c2ccccc2Cl)[nH]1 (stereo not given)	1.3

For reference, some entries already given.
SMILES	SENP1 inh
COc1ccc(-c2cc3nc(C)cc(N4CCN(C(=O)c5ccco5)CC4)n3n2)cc1	0.2
Cc1ccc(S(=O)(=O)N2[C@H](CC(=O)c3cccc4ccccc34)OC[C@@H]2C(C)C)cc1	0.4
COc1ccc(NC(=O)N(O)C2(C#N)CCCCC2)cc1	1.3

(cont.)
SMILES	SENP1 inh
CC1(C(=O)NS(=O)(=O)c2ccccc2)CCN1C(=O)CC1CC1 (stereo not given)	3.3
Cc1ccc2ccc(C(Nc3ccccc3)c3ccc(F)cc3)c(O)c2n1 (stereo not given)	-8.8
Cc1c(NC(=O)c2nn(C(C)C)c(=O)c3ccccc23)c(=O)n(-c2ccccc2)n1C	1.7
CCN(C(=O)C=Cc1ccco1)c1ccccc1	-2.3
